PI4K2A block – PI4K2A (human) kinase inhibition; Q9BTU6; purified PI4K2A, ADP-Glo luminescence, 1 h; hits give low values; activity change, negative = inhibition, % at 76.9 µM; 0.13% of 420,000 active; AID 1346378; in the data active = activity change below about -50%;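 also: -100% = wells without enzyme as full effect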
Target sequence (Q9BTU6 whole entry, looked up): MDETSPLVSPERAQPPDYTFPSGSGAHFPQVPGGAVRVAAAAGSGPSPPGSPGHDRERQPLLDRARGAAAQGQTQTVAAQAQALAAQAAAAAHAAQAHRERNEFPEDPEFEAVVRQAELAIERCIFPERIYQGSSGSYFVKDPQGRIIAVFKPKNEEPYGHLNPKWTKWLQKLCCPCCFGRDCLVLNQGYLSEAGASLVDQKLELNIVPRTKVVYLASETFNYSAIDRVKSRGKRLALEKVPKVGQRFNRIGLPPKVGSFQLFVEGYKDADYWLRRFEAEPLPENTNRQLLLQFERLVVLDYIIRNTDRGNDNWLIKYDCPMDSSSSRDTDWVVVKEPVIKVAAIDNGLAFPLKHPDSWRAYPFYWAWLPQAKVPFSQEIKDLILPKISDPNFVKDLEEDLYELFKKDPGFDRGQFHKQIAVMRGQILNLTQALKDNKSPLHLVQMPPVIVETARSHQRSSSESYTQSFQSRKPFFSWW
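PI4K2A activity was measured by ADP-Glo luminescence: enzyme (4 ug/mL stock) and phosphatidylinositol (1.2 mM stock) in Tris pH 7.5/MgCl2/EGTA/Triton X-100 buffer were reacted with ATP (300 microM stock) for one hour at ambient temperature.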
Starred values were filed as active, the others as inactive. This is a subset. The share of hits here may be higher or lower than overall.

PI4K2A block | SMILES
-11.1 | COc1ccc(C2=Nc3ccccc3N(C(=O)Cc3cc(OC)cc(OC)c3)C2C(=O)NC(C)C)cc1 (stereo not drawn)
3.2 | COc1ccc(C(C(=O)NC2CCCCC2)n2c(=O)c(-c3cc4ccccc4[nH]3)nc3ccccc32)cc1 (stereo not drawn)
5.5 | COC(=O)C[C@H]1CC[C@H](NC(=O)c2ccc(F)cc2)[C@@H](CO)O1
4.4 | CCOC(=O)[C@]12CCCC=C1N(CCC1=CCCCC1)C(=O)[C@H](CC(=O)N1CCCCC1)C2
-0.2 | COc1ccccc1NC(=O)OC1CCC12CCCCC2 (stereo not drawn)
-2.5 | CC(=O)c1cccc(NC(=O)c2cnn3c(C)cc(C)nc23)c1
-1.9 | C#CCNC(=O)C[C@@H]1C(=O)N(CC=C)C2=CCCCC[C@]21C(=O)OC
0.2 | CCOc1ccc(-n2c(SCC(=O)Nc3ccc(S(=O)(=O)Nc4cc(C)nc(C)n4)cc3)nnc2-c2cccc(C)c2)cc1
0.6 | COC(=O)c1cc(-c2cccs2)c(=O)n2c1CCC2
-4.9 | CCc1c(-c2ccccc2F)ncn1Cc1cccc(-c2ccccc2)c1
-11.9 | N[C@H](C(=O)O)[C@@H](O)c1ccc(O)c(O)c1
6.0 | COC(=O)C1CCCN(C(=O)C2CCN(S(=O)(=O)c3ccc([N+](=O)[O-])cc3)CC2)C1 (stereo not drawn)
0.7 | Cc1cc(C)cc(NC(=O)NC2CCN(S(=O)(=O)c3ccc(F)cc3)CC2)c1
-1.5 | O=C(Cc1ccccc1Cl)NCCN1C(=O)C2C3C=CC(C3)C2C1=O (stereo not drawn)
0.7 | CCOC(=O)[C@@]12CCC3=C1N(CCC3)C(=O)[C@H](CC(=O)NCCc1ccccc1OC)C2
-1.4 | CC(C)(C)N1C(=O)c2ccccc2NC(=O)C1C(=O)NCc1ccco1 (stereo not drawn)
6.1 | Cc1ccc(-c2cc(-c3nnc(SCC(=O)Nc4ccccc4-c4ccccc4)n3N)[nH]n2)cc1
-1.8 | O=C(NCc1cccs1)C1CCCN(S(=O)(=O)c2cccc3ccccc23)C1 (stereo not drawn)
-1.4 | Cc1cccc(C)c1NC(=O)C(c1ccccc1F)n1c(=O)c(-c2ccccc2)nc2ccccc21 (stereo not drawn)
1.0 | CN(C)c1cccc(/C=C2\CC3(OC(=O)c4ccc(Cl)cc4)CCCN2C3)c1 (stereo not drawn)
3.7 | COC(=O)C[C@@H]1CC[C@@H]2[C@H](COc3ccc(NC(=O)c4cccc(OC)c4)cc3C(=O)N2C)O1
-3.9 | CCN(C(=O)[C@@H](C)[C@@H](O)c1ccc(Cl)cc1)c1ccccc1
1.8 | Cc1cccc(C)c1NC(=O)C(c1ccccc1)n1c(=O)c(-c2ccccc2)nc2ccccc21 (stereo not drawn)
-0.3 | O=C(NCC(F)(F)F)C1C(=O)Nc2ccccc2C(=O)N1C1CCCC1 (stereo not drawn)
-3.2 | C[C@H]1[C@H](NC(=O)c2ccc(Cl)cc2)CC[C@@]23CCCN2C(=O)CCC[C@@H]13
-1.7 | C=CCCC(=O)N1CCC(C(=O)NC2CCCc3ccccc32)CC1 (stereo not drawn)
2.1 | CCOC(=O)C1=C(C)NC2=C(C(=O)CC(C)(C)C2)C1c1ccc2c(c1)OCO2 (stereo not drawn)
-3.3 | COc1ccc(-c2cc(C(=O)N=Nc3c(O)[nH]c4ccccc34)[nH]n2)cc1
-3.4 | N#Cc1cccc(C(=O)C(=O)N2CCC(c3ccccc3)CC2)c1
-5.1 | COC(=O)[C@@]12C[C@@H](CC(=O)N3CCCCC3)C(=O)N(Cc3ccc4c(c3)OCO4)C1=CCC(C)(C)C2
1.7 | Cc1cccc(Cn2cc(COC(=O)N3CCOCC3)nn2)c1
0.3 | COc1ccc(CCC[C@H](CCC(=O)N(c2ccccc2)c2ccccc2)CCc2ccccc2)cc1
-1.6 | CCN(CC)C(=O)CSc1nnc(-c2ccccn2)n1C
2.9 | C[C@@H](NC(=O)c1ccc(C#Cc2cccc(F)c2)cn1)C(C)(C)O
-0.1 | CC(C)CN1C(=O)[C@@]2(CC(=O)N(C)C2c2ccccc2)c2cc(-n3cc(-c4ccccc4)nn3)ccc21 (stereo partly drawn)
3.3 | O=C(c1cccc(F)c1F)N(Cc1ccccn1)CC1CCCO1 (stereo not drawn)
-3.3 | Cc1ccc(-n2c(SC/C=C/c3ccccc3)nnc2-c2ccco2)cc1
5.6 | C[C@H]1[C@@H](N(C)C)CC[C@@]23CCCN2C(=O)CCC[C@@H]13
-4.0 | C=CCn1c(Cc2cccs2)nnc1SCC(=O)Nc1ccc(OCc2ccccc2)cc1
-3.4 | COc1cccc(CNC(=O)C[C@H]2CC[C@H]3[C@@H](COc4ccc(NC(=O)c5cccs5)cc4C(=O)N3C)O2)c1
6.8 | COC(=O)c1ccc(Cn2ccc3ccc(-c4ccc5ccn(C(=O)c6cccc(OC)c6)c5c4)cc32)cc1
-2.5 | O=C1Nc2ccccc2C1(c1ccc(O)cc1)c1ccc(O)cc1
-0.6 | COc1ccc(/C=C2\CC3(OC(=O)C4CCCCC4)CCCN2C3)cc1 (stereo not drawn)
-1.6 | COc1ccc2cc(C3CC=C(CO)CN3S(=O)(=O)c3ccccc3[N+](=O)[O-])n(C(=O)OC(C)(C)C)c2c1 (stereo not drawn)
1.3 | C[C@H](NC(=O)OCc1ccccc1)P(=O)(O)O
-0.4 | CCOC(=O)[C@]12CCCC=C1N(Cc1ccccc1)C(=O)[C@H](CC(=O)NCCCOC)C2
-3.0 | CC(C)(C)OC(=O)/C=C/[C@@H](CC1CCCC1)Sc1ccc(C(C)(C)C)cc1
-2.8 | COC(=O)[C@]1(C#N)CC(=O)N(CC2CCCCC2)[C@@H]1c1ccccc1
-7.8 | Cc1ccc(NC(=O)c2cccc3c2-c2ccccc2C3=O)c(C)c1
-0.5 | Cc1cc(C)cc(NC(=O)NCCCN2CCN(c3ccc(F)cc3)CC2)c1
0.4 | O=C(CCl)NC1CCCCN(Cc2cccc(C(F)(F)F)c2)C1=O (stereo not drawn)
0.3 | Cc1ccc(C(=O)n2ccc3ccc(-c4ccc5ccn(Cc6ccc(C#N)cc6)c5c4)cc32)cc1
6.2 | COc1ccc(CCc2nc3ccccc3n2C(CCc2ccccc2)c2nc3ccccc3[nH]2)cc1 (stereo not drawn)
1.9 | COc1ccc(S[C@]2(C(=O)NCC(C)C)CC(=O)N[C@@H]2c2ccc(OC)cc2)cc1
6.3 | N#Cc1ccc(Cn2ccc3ccc(-c4ccc5ccn(C(=O)c6ccccc6)c5c4)cc32)cc1
-5.4 | COC(=O)[C@]12C[C@H](CC(=O)NCC3CCCCC3)C(=O)N(Cc3ccco3)C1=C[C@H](C(C)(C)C)O[C@@H]2C
-0.3 | CN(Cc1ccccc1)C(=O)OCc1cn(Cc2cccc(F)c2F)nn1
-2.5 | CCOC(=O)[C@]12CCCC=C1N(Cc1ccc(OC)cc1)C(=O)[C@@H]2CC(=O)NCc1ccc(OC)c(OC)c1
-2.9 | Cc1ccc(O)c(C(C)c2c[nH]c3ccccc23)c1 (stereo not drawn)
0.0 | CCOC(=O)[C@]12CCCC=C1N(CCCOC)C(=O)[C@@H]2CC(=O)NCCCN1CCCC1=O

Further compounds follow:
PI4K2A block | SMILES
-2.6 | O=C(c1ccc(Cl)cc1)N1CCC(Oc2cccnc2)CC1
6.0 | CC(C)CN1C(=O)C[C@@]2(C(=O)N(C)c3ccc(NS(=O)(=O)C4CCCCC4)cc32)C1c1ccccc1 (stereo partly drawn)
1.8 | Nn1c(SCC(=O)Nc2ccc(OCc3ccccc3)cc2)nnc1-c1cc(-c2ccc(F)cc2)n[nH]1
0.1 | Cc1ccccc1N(C)C(=O)CN1CCN(c2nc(-c3ccccc3)cs2)CC1
1.6 | CC1CCN(C(=O)C2CCCN(C(=O)c3ccc4c(c3)NC(=O)CS4)C2)CC1 (stereo not drawn)
0.6 | O=C(Nc1cccc(C(F)(F)F)c1)OC1CC2CC1[C@H]1CCCCN1[C@H]2Cc1ccccc1 (stereo partly drawn)
3.5 | CCc1ccccc1N=Nc1c(N)[nH]n(-c2ccccc2)c1=O
0.1 | CN(CCc1ccccc1)C(=O)Cn1nc(-c2ccccc2)ccc1=O
1.7 | CC(C)C(=O)N[C@H]1[C@H](O)CCC[C@]12C(=O)N(Cc1ccccc1)c1ccccc12
2.9 | C=CCOC(=O)N[C@H](c1ccccc1)[C@H](C)/C=C/CC(=O)OC
2.0 | CCN(CC)CC(=O)Nc1c(C)cccc1C(=O)OC
-6.0 | CC(=NNC(=O)CSc1nnc(-c2ccc(C(C)(C)C)cc2)n1-c1ccccc1)c1cccc2ccccc12
1.6 | O=C(Nc1c(-c2ccc(C(F)(F)F)cc2)nc2ncccn12)C1CC1
-2.0 | CCOc1ccc(-n2c(SCC(=O)c3ccccc3Cl)nnc2-c2ccncc2)cc1
-2.6 | CCCCCn1nnnc1C1(C)Cn2nccc2C(=O)N1Cc1ccco1 (stereo not drawn)
0.4 | S=C(NCc1cccc(Cl)c1)OC1CCC12CCC(c1ccccc1)CC2 (stereo not drawn)
-1.9 | S=C(Nc1ccc(Cl)cc1)OC1CCC12CCC(c1ccccc1)CC2 (stereo not drawn)
0.2 | O=C(Nc1ccc(Cl)cc1)C1CCCN1S(=O)(=O)c1cccnc1 (stereo not drawn)
-0.5 | O=C1Nc2cc(Cl)ccc2Oc2ccccc21
-1.9 | CC(C)(C)OC(=O)N1CCc2onc(-c3ccc(-n4cc(C5=CCCCC5)nn4)cc3)c2C1=O
-0.6 | C[C@H]1[C@H](N(C)C)CC[C@@]23CCCN2C(=O)CCC[C@@H]13
0.0 | CNC(=O)C[C@@H]1CC[C@@H]2[C@H](COC[C@H](O)CN2S(=O)(=O)c2ccccc2Cl)O1
0.7 | CO[C@@H]1CN(C)C(=O)c2ccc(NC(=O)C3CCC3)cc2OC[C@H](C)N(CC2CCCCC2)C[C@H]1C
0.4 | COCCCNC(=O)C[C@H]1C[C@@]2(C(=O)OC)C(=C[C@H](C(C)C)O[C@@H]2C2CC2)N(Cc2cccc3ccccc23)C1=O
-0.4 | C#CCNC(=O)C[C@H]1C[C@@]2(C(=O)OC)C(=C[C@H](C(C)C)O[C@@H]2C2CC2)N(CCc2ccc(OC)c(OC)c2)C1=O
-1.5 | CCc1ccc(N2C=C(C(=O)OC)C(c3ccc(OC)cc3)C(C#N)=C2N)cc1 (stereo not drawn)
-4.0 | O=C(NCc1ccc(Cl)c(Cl)c1)O[C@H]1CC[C@@]23CCCN2C(=O)CCC[C@H]3C1
9.7 | CSCCC(C(=O)Nc1c(C)cccc1C)n1c(-c2ccc(-c3ccccc3)cc2)nc2ccccc21 (stereo not drawn)
3.3 | Cc1cc(NC(=O)c2ccc(NS(=O)(=O)c3ccc(F)cc3)cc2)no1
-0.3 | CCOC(=O)[C@]12CCCC=C1N(CCCOC)C(=O)[C@@H]2CC(=O)N1CCOCC1
-5.3 | CC(C)CNC(=O)OCc1cn(Cc2cc(F)ccc2F)nn1
-0.7 | CCOC(=O)[C@]12CCCC=C1N(Cc1ccccc1)C(=O)[C@H](CC(=O)NCC13CC4CC(CC(C4)C1)C3)C2
-0.9 | COC(=O)C[C@H]1CC[C@@H]2[C@H](COC[C@H](O)CN2S(=O)(=O)c2ccccc2OC)O1
-2.8 | CCCCCNC(=O)C(c1ccnc2ccccc12)n1c(=O)c(-c2ccccc2)nc2ccccc21 (stereo not drawn)
3.7 | C[C@@H]1CN([C@@H](C)CO)C(=O)c2cccc(NC(=O)Nc3cccc4ccccc34)c2O[C@H]1CN(C)S(=O)(=O)c1ccc(Cl)cc1

Bioassay records: PubChem, National Center for Advancing Translational Sciences (NCATS)
